High-throughput results: PubChem BioAssay, National Center for Advancing Translational Sciences (NCATS)
S2 tox – cell viability loss in ATXN counter-screen | 0.49% of 400,000 active | Potency, µM (top dose mostly 56.7 µM), most hits filed as cytotoxic | S2 cells (HEK-293 line with an ATXN2-luciferase reporter) viability, CellTiter-Fluor protease fluorescence, 24 h; also: nearly all actives have a fitted effect of over 40% in size
TGFb SMAD3 inh – blocks TGF-b signaling; 1.2% of 410,000 active; Potency, µM (top dose mostly 46.1 µM), without a hit: top-dose activity, negative = inhibition, hits mostly inhibitors; AID 588855; HepG2 CAGA-GFP TGF-b/SMAD3 reporter, GFP fluorescence, 18 h; TGF-beta stimulated, 500 pg/mL final; also: % is scaled to controls: 0 for no effect and ±100 for the full control effect; nearly all actives have a fitted effect of over 65% in size
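Inhibition was scored as loss of TGF-beta-induced (500 pg/mL final, 18 hours, 37 degrees C) GFP in HEPG2 cells carrying a CAGA-GFP reporter, in DMEM with 1% FBS. Well GFP was summed per cell; Activity was normalised to unstimulated and stimulated DMSO wells, then concentration-response fitting.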
ATXN2 expr inh – reduces ATXN2 reporter expression in HEK-293 cells | 0.72% of 360,000 active | AID 1745845 | HEK-293 ATXN2-luciferase reporter, luminescence, 24 h | Potency, µM (doses to about 57 µM), for inactives: at the highest dose activity change, negative = inhibition, most hits filed as inhibitors; also: % is scaled to controls: 0 for no effect and ±100 for the full control effect; nearly all actives have a fitted effect of over 55% in size
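ATXN2-luciferase reporter cells (luciferase flanked by upstream and downstream ATXN2 gene portions) were treated 24 h at 37 °C with compounds at up to 57 uM. SteadyGlo luminescence gave expression; GF-AFC fluorescence gave viability.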
HepG2 tox – kills HepG2 cells in TGF-b inhibitor counter-screen | HepG2 CAGA-GFP viability, ATP luminescence, 18 h | Potency, µM (series often up to 46.1 µM), without a hit: at the top dose activity change, negative = cytotoxicity, most hits filed as cytotoxic | 0.76% of 410,000 active; also: some results filed as inactive show a strong effect at the top dose
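CellTiter-Glo luminescence gave cytotoxicity after 18 hours at 37 degrees C. The cells were HepG2 CAGA-GFP in 1% FBS DMEM, stimulated with 500 pg/mL TGF-beta after compound addition. %Activity was normalised to no-cell wells (complete cell-killing) and DMSO (no toxicity), and curves were fitted and classified.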
EPAC2 antagonist – antagonists of human EPAC2. Q8WZA2. EPAC2 GEF exchange of Rap1B-BODIPY-GDP, fluorescence. Potency, µM (highest dose often 114 µM), without a hit: top-dose activity, negative = inhibition, most hits filed as inhibitors. 0.18% of 360,000 active. AID 720708; also: % is scaled to controls: 0 for no effect and ±100 for the full control effect; nearly all actives have a fitted effect of over 45% in size; many of its hits are not listed in these tables
Target sequence (Q8WZA2 whole entry, looked up): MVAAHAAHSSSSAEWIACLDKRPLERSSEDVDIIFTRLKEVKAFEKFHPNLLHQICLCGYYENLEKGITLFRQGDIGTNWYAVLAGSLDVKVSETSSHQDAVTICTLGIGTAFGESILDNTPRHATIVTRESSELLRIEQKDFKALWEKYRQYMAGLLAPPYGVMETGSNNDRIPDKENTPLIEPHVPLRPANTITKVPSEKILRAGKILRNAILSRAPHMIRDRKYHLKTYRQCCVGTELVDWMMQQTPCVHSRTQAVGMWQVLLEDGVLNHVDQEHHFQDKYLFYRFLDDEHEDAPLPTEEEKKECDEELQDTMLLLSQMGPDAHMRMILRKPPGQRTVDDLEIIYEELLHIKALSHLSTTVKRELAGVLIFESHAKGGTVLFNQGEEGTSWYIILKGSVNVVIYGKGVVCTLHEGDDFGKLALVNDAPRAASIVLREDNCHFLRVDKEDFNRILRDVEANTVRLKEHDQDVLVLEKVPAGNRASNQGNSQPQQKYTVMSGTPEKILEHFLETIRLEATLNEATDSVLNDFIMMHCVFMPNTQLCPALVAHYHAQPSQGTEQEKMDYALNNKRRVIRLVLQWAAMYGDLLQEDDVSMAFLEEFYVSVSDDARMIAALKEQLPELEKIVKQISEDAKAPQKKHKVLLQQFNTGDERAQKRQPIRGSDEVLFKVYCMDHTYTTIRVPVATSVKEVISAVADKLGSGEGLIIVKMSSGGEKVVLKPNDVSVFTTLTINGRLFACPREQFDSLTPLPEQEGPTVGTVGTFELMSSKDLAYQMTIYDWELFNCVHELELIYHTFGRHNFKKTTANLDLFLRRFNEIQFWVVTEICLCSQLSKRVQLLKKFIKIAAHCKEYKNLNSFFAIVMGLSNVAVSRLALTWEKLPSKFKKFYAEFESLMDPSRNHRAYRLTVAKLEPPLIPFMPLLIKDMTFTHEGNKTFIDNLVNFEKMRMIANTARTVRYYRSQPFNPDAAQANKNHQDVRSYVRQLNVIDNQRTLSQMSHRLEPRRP
A549 viability – counter-screen for Nrf2 inhibitors: cytotoxicity in A549 cells; A549 ARE-Fluc cells, CellTiter-Fluor viability, 18-24 h; Potency, µM (doses to about 46 µM), for the others: at the top dose activity change, negative = cytotoxicity, usual class: inhibitors; 0.16% of 390,000 active; AID 504648; also: % is scaled to controls: 0 for no effect and ±100 for the full control effect
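Cytotoxicity counterscreen: CellTiter-Fluor fluorescence was measured in A549 ARE_Fluc cells after 18-24 h of compound exposure in a concentration series. The subsequent BugLite luminescent read reports ARE-luciferase activity.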
Nrf2 block – inhibitors of Nrf2 signaling. A549 ARE-Fluc reporter, luciferase luminescence, 18-24 h. Potency, µM (titrated, usually from 46 µM), for inactives: top-dose activity change, negative = inhibition, usual class: inhibitors. 2.1% of 360,000 active. AID 504444; also: % is scaled to controls: 0 for no effect and ±100 for the full control effect; nearly all actives have a fitted effect of over 60% in size
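Cells were seeded and rested 2 h, then exposed to compounds for 18-24 h. CellTiter-Fluor was read first as a viability measure. BugLite was added 15 min before the final luminescent read of ARE-luciferase activity in A549 cells.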
MCF10A rereplic – induces DNA re-replication in MCF 10a normal breast cells; AID 624296; Potency, µM (series often up to 46.1 µM), inactives show top-dose activity, positive = re-replication, hits mostly activators; MCF 10A DNA re-replication, Hoechst nuclear intensity, 48 h; 2.9% of 350,000 active; also: % of control where 0% means no effect; nearly all actives have a fitted effect of over 50% in size
Nrf2 activator – activators of Nrf2 (ARE) signaling; AREc32 ARE-luciferase reporter (MCF7-derived line), luminescence, 24 h; AID 624171; 0.31% of 410,000 active; Potency, µM (top dose mostly 46.1 µM), without a hit: top-dose activation, most hits filed as activators; also: % of control where 0% means no effect; nearly all actives have a fitted effect of over 65% in size
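Quantitative high-throughput format: AREc32 reporter cells, 1000 per well, received compound by pin transfer and were incubated 24 hr at 37 deg C, 5% CO2, before Steady-Glo luminescence detection.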
* marks the source's active call; other numbers are inactive results; i = inactive; ? = inconclusive; . = not tested or not shown; & = joins results of further samples; [ ] = dose if it differs, or a comment. Calls follow the shape of the dose curve; as a rule, active = well fitted curve in the direction sought with a large enough effect; inconclusive = small, poorly fitted or top-dose-only effect, or another doubt; inactive = no such curve, though single readings can be large; an effect the other way counts as inactive or inconclusive. Potency is read from the fitted curve at half-maximal effect.

Structure | S2 tox | TGFb SMAD3 inh | ATXN2 expr inh | HepG2 tox | EPAC2 antagonist | A549 viability | Nrf2 block | MCF10A rereplic | Nrf2 activator
Cc1ccc(C=Nc2ccccc2C(N)=O)o1 | i | -3% | -24% | 9% | 10% | 0% | 2% | 9% | 0.0%
CC(C)(Oc1ccc(Cl)cc1)C(=O)O/N=C(\N)c1ccncc1 | i | 0% | 7% | -35% | -19% | -2% | ? | -1% | 0.7%
O=C(Nc1ccccc1Cl)N1CCN(C/C=C/c2ccccc2)CC1 | i | -2% | -25% | -4% | -11% | 11% | -22% | 18% | 0.7%
CC(=O)Nc1cccc(NC(=O)c2cccc(Cl)c2)c1 | i | -2% | 20% | 9% | 9% | . | . | . | 4.9%
Cc1ccc2c(c1)C1(OCCCO1)C(=O)N2CC(=O)NN | i | -8% | . | -26% | 11% | 7% | -2% | -1% | 0.2%
COc1ccc(CNC(=O)c2c(C)nc3ccccn23)cc1 | i | ? | -5% | -9% | 6% | 2% | ? | 0% | 0.7%
O=C(Nc1ccc(F)c(Cl)c1)C1Cc2c(-c3ccc(Cl)cc3)ccnc2O1 (configuration not stated) | ? | 16µM* | ? | -19% | 7% | . | . | . | 2.4%
Cc1ccc2c(c1)c1c(c(=O)n(-c3ccccc3)c(=O)n1CC(=O)N1CCCC1)n2C | . | ? | . | -20% | . | -6% | . | . | -1.1%
CN1CCC(=O)N([C@H](CO)Cc2ccccc2)CC1 | i | -10%&3% | 8% | -20%&-3% | 8% | -3% | -2% | -16% | 0.2%
Cc1ccc(S(=O)(=O)N(C)CC(=O)N2CCN(Cc3ccccc3)CC2)cc1 | i | -2% | 5% | 5% | -10% | 3% | 0% | 1% | 0.1%
O=C(NCCc1ccccc1)c1nc2c(nnn2Cc2ccccc2Cl)c(=O)[nH]1 | i | -20% | -14% | -18% | -17% | ? | . | 48% | 0.5%
Cc1cc(NC(=O)CN2CCN(C)CC2)no1 | ? | 8% | . | -17% | 2% | 2% | -3% | ? | 0.3%
O=C(NCc1ccco1)c1n[nH]c(=O)c2ccccc12 | i | 0% | -9% | -3% | -2% | 1% | . | -19% | ?
O=C1CC[C@@H]2CC3(C[C@@H]4CCN1[C@H]24)Nc1cc([N+](=O)[O-])ccc1NC3=NC1CCCCC1 (some centres not stated) | ? | -16% | 1% | -9% | 2% | -27% | 6% | -22% | 0.9%
Cc1nc2c([nH]1)C1(CCN(Cc3ccccc3)CC1)C(C#N)=C(N)O2 | i | 5% | -4% | -37% | -5% | -1% | . | 19% | 7.1%

Remaining list, next part
Structure | S2 tox | TGFb SMAD3 inh | ATXN2 expr inh | HepG2 tox | EPAC2 antagonist | A549 viability | Nrf2 block | MCF10A rereplic | Nrf2 activator
COc1ccc(C(=O)CSc2nnc(-c3ccco3)c(-c3ccco3)n2)cc1 | i | -4% | -23% | -16% | -18% | -11% | 13% | 4% | ?
CCC(=O)Nc1ccc(F)c(Cl)c1 | i | 33%[activator] | 2% | 3% | 4% | 16% | -7% | 9% | -1.8%
CCOc1ccc(NC(=O)CSc2nc3nc(C)cc(C)n3n2)cc1 | i | 0% | -6% | 1% | 2% | 1% | -13% | 6% | -0.7%
Cc1cccc(Cn2c(SCc3ccc(C(=O)NCc4cccs4)cc3)nc3cccnc32)c1 | ? | -28% | -16% | -17% | . | -11% | ? | . | 0.4%
N#Cc1cccc(NC(=O)C2CCCN(C(=O)c3ccc(Cl)cc3)C2)c1 (configuration not stated) | i | -14% | -29% | -17% | 1% | -12% | ? | -4% | -0.4%
O=C(NCc1cccs1)C1CCN(S(=O)(=O)c2ccc(Br)s2)CC1 | i | 19% | -6% | -4% | -10% | 18% | -18% | 3% | 3.7%
CCOc1ccccc1N(C)C(=O)Cn1ncc2c([nH]c3ccc(C)cc32)c1=O | i | -19% | -23% | -21% | -1% | -16% | -14% | ? | -1.6%
CCOC(=O)c1ccc(OCC2c3cc(OC)c(OC)cc3CCN2C(=O)Cc2ccc(F)cc2)cc1 (configuration not stated) | i | -11% | -10% | -33% | . | -1% | . | . | 6.1%
COc1cc(CC(=O)OCn2nnc3ccccc3c2=O)cc(OC)c1OC | i | 2% | -9% | -48% | 0% | 0% | 1% | 13% | 1.9%
O=S(=O)(NCC(c1ccco1)S(=O)(=O)c1cccs1)c1ccc(F)c(C(F)(F)F)c1 (configuration not stated) | . | 4.5µM* | . | -41% | . | 11% | . | . | 27%
O=C(NC1CCCCC1)C1c2ccccc2C(=O)N1Cc1ccco1 (configuration not stated) | i | 0% | 3% | 6% | 2% | -3% | . | -16% | -0.5%
CCCC(=O)N1CCN(c2nc3ccc(Cl)cc3s2)CC1 | i | -15% | . | -16% | 1% | 2% | ? | ? | 5.2%
CCCNC(=O)/C=C/C(=O)O | . | 0% | . | -7% | 6% | -7% | 3% | -1% | -0.1%
COc1cc(CCCN2C(=O)C(=O)NC[C@H]2Cc2cccc3ccccc23)cc(OC)c1OC | i | -7% | -1% | -12% | -22% | 4% | 8% | -3% | 0.6%
COc1ccc(/C=C(\C#N)C(=O)OCC(=O)NCc2ccccc2)cc1 | i | 10% | 6% | -3% | 10% | -2% | 1% | 3% | -0.8%

Next section:
Structure | S2 tox | TGFb SMAD3 inh | ATXN2 expr inh | HepG2 tox | EPAC2 antagonist | A549 viability | Nrf2 block | MCF10A rereplic | Nrf2 activator
CCc1cccc(NC(=O)c2oc3ccc4c(c3c2C)C(=O)CC(C)(C)O4)c1 | i | 4% | 87%[activator] | -17% | . | 8% | ? | . | 0.3%
CCN(CC)S(=O)(=O)c1ccc2oc(C(=O)Nc3ccc(OC)cc3OC)c(C)c2c1 | i | ? | -1% | -79% | -3% | -5% | 3.7µM* | 2% | -0.4%
COC(=O)C1=C(C)NC2=C(C(=O)CCC2)C1c1cccc(C)n1 (configuration not stated) | i | -3% | 2% | 7% | -1% | ? | 22% | 3% | -0.8%
Cc1ccn2c(c1)nc(=O)c1cc(S(=O)(=O)N3CCCCC3)ccc12 | i | 2%&-4% | 3%&-8% | 6%&-14% | 0% | -1%&2% | 7% | -3% | -0.9%&-0.5%
COC(=O)c1cc(S(=O)(=O)N(C)C2CCCCC2)c[nH]1 | i | -14% | . | -28% | 5% | -1% | 6% | -3% | -0.6%
CCOC(=O)CC1C(=O)NCCN1C(=O)c1ccc(F)cc1F (configuration not stated) | ? | 0% | -5% | 4% | 0% | -7% | -9% | -18% | -0.2%
Cc1cccc(C(=O)Nc2sc(C)c(-c3ccccc3)c2C#N)c1 | ? | -27% | 69%[activator] | -16% | 0% | 2% | ? | 9.2µM* | 1.1%
NS(=O)(=O)c1ccc(S(=O)(=O)N(Cc2ccccc2F)CC2CCCO2)cc1 (configuration not stated) | i | 7% | 1% | -8% | 3% | -1% | 7% | 0% | 0.0%
CC1CCN(C(=O)CN(Cc2ccccc2)S(C)(=O)=O)CC1 | ? | 4% | -22% | 3% | 2% | -3% | 0% | -1% | -0.5%
O=C(O)/C=C/C(=O)N1CCN(Cc2ccc3c(c2)OCO3)CC1 | i | 21% | . | -45% | 6% | -12% | ? | -2% | 0.1%
CCOC(=O)CSc1nnc(-c2ccc3ncccc3c2)n1C | i | -10% | . | -35% | 10% | 0% | 3% | 4% | -0.3%
COc1ccc(C(=O)OCC(=O)NC2CC2)cc1S(=O)(=O)Nc1ccc(C)cc1 | i | -2% | 4% | -3% | -8% | 11% | 1% | -1% | 0.7%
O=C(O)c1ccccc1C1Nc2ccccc2C(=O)N1CCCN1CCOCC1 (configuration not stated) | i | -1% | . | 4% | 0% | 2% | -14% | 0% | 0.3%
CCCCn1c(SCC(=O)/C(C#N)=C(\C)N)nc2ccccc2c1=O | i | -26% | -2% | -3% | -4% | ? | ? | ? | 0.3%
CCOC(=O)C1=CCN(S(=O)(=O)c2ccccc2)C1c1ccccc1 (configuration not stated) | i | -24% | -5% | -5% | -29% | . | . | . | 9.2%

Part of the list above in order of molar mass, largest number first.
Structure | S2 tox | TGFb SMAD3 inh | ATXN2 expr inh | HepG2 tox | EPAC2 antagonist | A549 viability | Nrf2 block | MCF10A rereplic | Nrf2 activator
CCN(CC)S(=O)(=O)c1ccc2oc(C(=O)Nc3ccc(OC)cc3OC)c(C)c2c1 | i | ? | -1% | -79% | -3% | -5% | 3.7µM* | 2% | -0.4%
CCc1cccc(NC(=O)c2oc3ccc4c(c3c2C)C(=O)CC(C)(C)O4)c1 | i | 4% | 87%[activator] | -17% | . | 8% | ? | . | 0.3%
CCOC(=O)CC1C(=O)NCCN1C(=O)c1ccc(F)cc1F (configuration not stated) | ? | 0% | -5% | 4% | 0% | -7% | -9% | -18% | -0.2%

An excerpt from above, showing only MCF10A rereplic:
structure | MCF10A rereplic
CCN(CC)S(=O)(=O)c1ccc2oc(C(=O)Nc3ccc(OC)cc3OC)c(C)c2c1 | 2%
COC(=O)C1=C(C)NC2=C(C(=O)CCC2)C1c1cccc(C)n1 (configuration not stated) | 3%
Cc1ccn2c(c1)nc(=O)c1cc(S(=O)(=O)N3CCCCC3)ccc12 | -3%

Carrying on.
Structure | S2 tox | TGFb SMAD3 inh | ATXN2 expr inh | HepG2 tox | EPAC2 antagonist | A549 viability | Nrf2 block | MCF10A rereplic | Nrf2 activator
COc1ccc(C(=O)Nc2c(Cl)cc(Cl)cc2C(=O)N2CCC(C)CC2)cc1 | i | -8% | -6% | -9% | 0% | 13% | 9% | ? | 2.4%
CCCOc1ncnc2c1[nH]c1ccc(OC)cc12 | i | 0% | . | 122% | -25% | 16% | ? | 8% | 6.6%
COc1ccc(NC(=O)c2cccnc2SC)cc1OC | i | 7% | 13% | -10% | 5% | 7% | -12% | 10% | 0.5%
Cn1c(=O)[nH]c(NC2CCCCC2)c([N+](=O)[O-])c1=O | i | 5% | 7% | 2% | 8% | -4% | 6% | 23% | 0.0%

This is a subset (hit frequency here may not be typical).
